# D1 ag: activates the human D1 dopamine receptor | P21728 | HEK293 T-REx D1 cells, calcium flux, agonist mode | activation, % at 2 µM | 1% of 360,000 active; in the data active = activation above about 30%; also: 0% is about no effect
# Target sequence (P21728 whole entry, looked up): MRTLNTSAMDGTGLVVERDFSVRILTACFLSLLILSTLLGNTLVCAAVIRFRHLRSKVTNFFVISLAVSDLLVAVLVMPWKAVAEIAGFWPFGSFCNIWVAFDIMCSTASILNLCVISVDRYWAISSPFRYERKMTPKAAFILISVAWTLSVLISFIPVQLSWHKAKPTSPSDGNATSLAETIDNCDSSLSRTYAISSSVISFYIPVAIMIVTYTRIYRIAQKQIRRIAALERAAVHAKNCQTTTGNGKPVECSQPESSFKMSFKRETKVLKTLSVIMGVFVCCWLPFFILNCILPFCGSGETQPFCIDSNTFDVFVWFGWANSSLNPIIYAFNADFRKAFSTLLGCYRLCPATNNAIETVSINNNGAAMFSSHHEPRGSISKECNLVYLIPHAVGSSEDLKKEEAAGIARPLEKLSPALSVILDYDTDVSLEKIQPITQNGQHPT
#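 Tetracycline-induced HEK293 TREx D1 cells, force-coupled to calcium signalling, were dye-loaded with a no-wash calcium kit. Compound was pin-added after a 10 s baseline. Fluorescence was read kinetically at 1 cycle/s for 180 s, with calcium rises flagged as agonism.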
# RXFP1 ag: RXFP1 (human) receptor agonism. Q9HBX9. Potency, µM (highest dose often 57.5 µM), for the others: at the highest dose activation, actives largely listed as activators. AID 2676. HEK293T-RXFP1 cAMP TR-FRET, 30 min; response scale: percent of porcine relaxin response, buffer zero. 0.3% of 370,000 active; active = well fitted activation curve with a large enough effect; inconclusive = small, poorly fitted or top-dose-only effect; also: potency is read from the fitted curve at half-maximal effect; % is scaled to controls: 0 for no effect and ±100 for the full control effect; nearly all actives have a fitted effect of over 60% in size; many of its hits are not listed in these tables
#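 cAMP rise read by TR-FRET after 30 min, 37C compound exposure (up to 58 uM) in RXFP1-transfected HEK293 cells with Ro 20174 present. EC50 from Hill-equation fits, with 29 nM porcine relaxin as 100% and buffer as basal.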
# TRHR enhancer: TRH receptor (human) allosteric enhancement. TRHR cells, fluo-8 calcium fluorescence, EC20 TRH enhancement. enhancement, % at 2 µM. 0.66% of 360,000 active; in the data active = enhancement above about 30%; also: 0% is about no effect
#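 Enhancer read-out: after compound pinning and an initial kinetic agonist-mode read, an EC20 of TRH (10 nM final) was injected and fluo-8 calcium signal (Ex 480/Em 530) followed at 1 s/cycle for 100 cycles in TRHR-expressing cells.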
# RXFP1 antagonist: blocks the human relaxin receptor RXFP1; Q9HBX9; HEK293-RXFP1, relaxin-stimulated cAMP HTRF, 30 min; hits give low values; activity change, negative = inhibition, % at 57.5 µM; 0.59% of 350,000 active; AID 1259400;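 active = activity change of -60% or lower, but not beyond a set lower limit; inconclusive = change between -60% and -40%, or beyond the set limit; inactive = change above -40%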; also: % is scaled to controls: 0 for no effect and ±100 for the full control effect
# D2 PAM: positive allosteric modulators of human D2 dopamine receptor | P14416 | HEK293 T-REx D2, calcium flux, EC20 dopamine potentiation | potentiation, % at 10 µM | 0.34% of 340,000 active | AID 485347;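 active = potentiation over 3 SD above the plate norm, cut at about 30% in these data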; also: 0% is about no effect
# Target sequence (P14416 whole entry, looked up): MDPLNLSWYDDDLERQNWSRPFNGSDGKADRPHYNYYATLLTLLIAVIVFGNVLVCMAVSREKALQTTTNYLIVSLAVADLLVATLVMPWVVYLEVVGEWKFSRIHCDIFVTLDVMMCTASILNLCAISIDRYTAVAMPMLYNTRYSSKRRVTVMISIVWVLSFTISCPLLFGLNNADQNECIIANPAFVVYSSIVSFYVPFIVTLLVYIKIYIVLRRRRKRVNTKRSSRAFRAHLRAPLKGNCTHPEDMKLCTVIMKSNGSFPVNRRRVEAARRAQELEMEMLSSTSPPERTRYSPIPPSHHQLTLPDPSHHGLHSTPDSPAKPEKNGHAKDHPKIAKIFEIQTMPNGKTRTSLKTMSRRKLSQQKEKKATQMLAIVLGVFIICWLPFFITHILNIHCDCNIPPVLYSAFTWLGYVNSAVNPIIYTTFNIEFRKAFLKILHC
#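 Using a no-wash calcium dye in inducible, force-coupled HEK293 Trex cells expressing D2, we tracked fluorescence each second for 180 s after compound, then for 180 s after EC20 dopamine to detect augmented signalling.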
# D2 antagonist: D2 dopamine receptor (human) antagonism. P14416. HEK293 TREx D2 cells, calcium flux, dopamine EC80. inhibition, % at 10 µM. 2% of 340,000 active. AID 485344; in the data active = inhibition above about 30%; also: 0% is about no effect
#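 Calcium mobilization kinetics were recorded at 1 s intervals in tetracycline-induced HEK293 T-REx D2 cells, first for 180 s after compound addition and then 180 s after EC80 dopamine.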
# D2 ag: agonists of human D2 dopamine receptor | P14416 | HEK293 T-REx D2 cells, calcium flux agonist mode | activation, % at 2 µM | 0.53% of 340,000 active | AID 485358;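 active = activation over 3 SD above normal in the single-dose calcium agonist read, cut at about 30% in these data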; also: 0% is about no effect
#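 Agonism scored from kinetic calcium signal (1 read/sec, 180 s) following compound pin transfer, after a 10 s baseline. Cells: HEK293 Trex line expressing inducible D2 receptor coupled to calcium, dye-loaded after overnight culture at 30 C.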
# D1 antagonist: human D1 dopamine receptor antagonism; P21728; HEK293 TREx D1 cells, calcium flux, dopamine EC80; hits give low values; 3.2% of 360,000 active; activity change, negative = inhibition, % at 10 µM; in the data active = activity change below about -30%; also: % is scaled to controls: 0 for no effect and ±100 for the full control effect
#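 Compound effects on dopamine-evoked calcium signalling were measured in tetracycline-induced HEK293 Trex D1 cells. Dopamine at EC80 followed a 180 s compound pre-read, and fluorescence was tracked kinetically for 180 s more.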
# D1 potentiator: enhances dopamine response at the human D1 receptor. P21728. HEK293 TREx D1 cells, calcium flux, dopamine EC20 potentiation. potentiation, % at 10 µM. 0.036% of 360,000 active. AID 504651; in the data active = potentiation above about 30%; also: 0% is about no effect
# * marks the source's active call; other numbers are inactive results; ? = inconclusive; . = no result given. Some of the compounds tested, so the mix of outcomes need not match the whole.
compound	RXFP1 ag	D1 ag	D2 ag	D1 potentiator	TRHR enhancer	D2 antagonist	D1 antagonist	RXFP1 antagonist	D2 PAM
O=C(C1CC(c2ccc(F)cc2)=NO1)N1CCC2(CC1)OCCO2 (stereo unspecified)	-0.2%	1.7	1.1	1.2	-6.4	0.2	-8.0	6.9	-6.8
C#CCN1CCN(c2ccc(F)cc2)CC1	2.0%	0.8	0.6	-5.5	-6.5	-5.5	9.2	11.0	-6.2
S=P(Nn1cnnc1)(c1ccc(Br)cc1)c1ccc(Br)cc1	0.4%	6.8	1.8	0.2	3.0	12.7	-1.0	-21.8	1.9
O=C(Nc1ccc(Cl)cc1)O/N=C(\c1ccccc1)c1ccccn1	0.2%	9.6	1.0	-4.0	-4.3	22.4	10.4	-0.3	-3.9
Cn1c(O)c(C=NCCOc2ccc(Cl)cc2)c(=O)n(C)c1=O	0.8%	4.7	0.2	-4.1	-6.0	-41.4	-3.1	-2.3	8.7
CCCCCn1c(=O)c(C(=O)NCc2ccco2)c(O)c2ccccc21	0.5%	3.5	1.0	3.4	-9.5	9.5	1.6	-10.7	13.7
COC(=O)N(c1ccccc1)P(=O)(Oc1ccccc1)Oc1ccccc1	-2.8%	1.0	-0.9	-1.4	2.4	7.9	-20.5	-6.1	-26.3
CCCCC(=O)N/N=C/c1c(O)n(Cc2ccco2)c(=O)[nH]c1=O	0.4%	1.6	0.1	15.0	-3.0	-3.0	-4.8	16.6	0.5

# Part of the list above, field by field.
O=C(Nc1ccc(Cl)cc1)O/N=C(\c1ccccc1)c1ccccn1
  RXFP1 ag = 0.2%; D1 ag = 9.6; D2 ag = 1.0; D1 potentiator = -4.0; TRHR enhancer = -4.3; D2 antagonist = 22.4; D1 antagonist = 10.4; RXFP1 antagonist = -0.3; D2 PAM = -3.9

Cn1c(O)c(C=NCCOc2ccc(Cl)cc2)c(=O)n(C)c1=O
  RXFP1 ag = 0.8%; D1 ag = 4.7; D2 ag = 0.2; D1 potentiator = -4.1; TRHR enhancer = -6.0; D2 antagonist = -41.4; D1 antagonist = -3.1; RXFP1 antagonist = -2.3; D2 PAM = 8.7

# The list goes on:
compound	RXFP1 ag	D1 ag	D2 ag	D1 potentiator	TRHR enhancer	D2 antagonist	D1 antagonist	RXFP1 antagonist	D2 PAM
COc1cc(CN2C(=O)NC(=O)C3(Cc4cc(C)ccc4N(C)C3)C2=O)cc(OC)c1 (stereo unspecified)	0.5%	-0.5	.	1.1	3.2	.	-10.5	10.4	.
Cc1cccc(CN2CCN(C(=O)Cc3ccccc3)CC2)c1	0.4%	7.0	0.3	-0.9	-2.2	-17.9	13.7	0.4	-5.9
COC(=O)C1=C(c2ccccc2OCc2ccccc2)C[C@@H]2CC[C@H]1N2C(=O)NCc1ccc(Br)cc1	1.3%	9.2	0.3	-2.1	-8.4	1.0	-13.5	.	-0.9
O=C(c1ccccc1F)c1cn(CC(=O)N2CCCC2)c2ccccc12	0.0%	-0.3	-0.1	-3.4	-4.7	22.8	4.2	1.6	2.7
Cc1cc(C)c2c(c1)-c1cc(C)nn1C(c1cccnc1)N2 (stereo unspecified)	-1.0%	0.2	0.2	-6.2	6.3	9.8	-23.5	-9.1	1.0
Cc1ccc(N2C(=O)NC(=O)C(CCc3ccccn3)(Cc3ccc(F)cc3)C2=O)cc1 (stereo unspecified)	1.4%	6.5	.	-3.1	-2.3	.	1.1	-7.9	.
CCOc1cc(CNCCc2cccc(F)c2)ccc1OC	-0.9%	7.8	-0.5	-4.2	-7.0	-9.2	-0.1	-0.5	1.1
Cc1onc(-c2c(Cl)cccc2Cl)c1/C(N)=N/OC(=O)N(C)C	0.0%	3.7	.	1.9	-2.2	.	-2.2	10.7	.
COC(=O)C1=C(c2ccc(-c3ccccc3)c(F)c2)C[C@@H]2CC[C@H]1N2C(=O)NCCOc1ccc(OC)cc1	-2.0%	1.1	0.5	-3.3	-1.3	3.1	-28.7	.	6.4
Cc1ccc(CN2CCCN(Cc3ccc(Cl)cc3)S2(=O)=O)cc1	0.0%	5.5	0.7	8.6	2.5	2.3	-18.4	-15.3	-2.5
O=C1NC(=O)N(c2ccccc2)C(=O)/C1=C\c1ccc([N+](=O)[O-])o1	-5.8%	5.1	0.7	9.3	8.3	3.4	-9.1	.	-3.7
CCOC(=O)C(O)(c1ccc(N(CC)C(=O)OC)cc1)C(F)(F)F (stereo unspecified)	-0.2%	6.3	-1.0	-1.6	-0.2	11.7	-2.5	-31.9	10.3
O=CC(Cl)P(=O)(N1CCOCC1)N1CCOCC1 (stereo unspecified)	1.9%	0.7	-0.5	-5.7	-0.5	-4.5	-36.1*	2.4	0.8
Cc1ccc(NC(=O)CN2C(=O)CN=C(c3ccccc3)c3ccccc32)cc1	-0.3%	2.3	1.3	1.8	-1.7	.	5.0	-16.0	-3.4
COC(=O)C(O)(c1ccc(NC(=S)NC(=O)c2ccc(Cl)cc2Cl)c(C)c1)C(F)(F)F (stereo unspecified)	0.2%	45.9*	19.8	-11.8	-0.4	5.5	-51.9*	?	-7.9
Cc1cc(C)cc(N2C(=O)NC(=O)/C(=C/c3cccn3-c3ccc(Cl)cc3)C2=O)c1	0.5%	3.9	0.3	-1.9	15.7	-1.7	4.3	-30.0	0.5
FC(F)(F)c1ccc(CNCCc2ccc3c(c2)OCO3)cc1	-0.4%	34.7*	0.3	-2.1	10.0	4.3	3.9	-11.3	-13.7
O=[N+]([O-])c1cc(-n2cnnn2)c(O)c([N+](=O)[O-])c1	2.1%	1.2	0.3	-5.2	-1.6	-1.3	3.0	19.3	10.5
COc1ccc(NC(=O)N2CCC3(CC2)OCCO3)c(OC)c1	3.6%	2.3	-0.4	-5.5	-4.3	1.5	-1.0	-5.0	18.8
O=C1CC(C(=O)N2CCC3(CC2)OCCO3)CN1CCc1ccccc1 (stereo unspecified)	4.9%	0.4	0.6	-4.0	4.0	-7.0	-20.5	-4.5	4.0
CC(C)n1c(=O)c(C=Nc2ccc(Cl)cc2)c(O)n(Cc2ccco2)c1=O	-3.1%	3.0	1.0	2.3	1.3	-12.6	-8.7	.	24.5
CN(C(=O)Oc1ccc(Cl)c2cccnc12)c1ccccc1	1.1%	4.8	-0.2	-6.4	1.8	4.6	-3.9	.	10.9
Cc1ccc(OCCOc2cccc(C=C3C(=O)NC(=O)NC3=O)c2)c(C)c1	1.9%	6.3	.	-7.1	-6.0	-16.1	-4.1	-18.8	-4.6
COc1ccc(/C=C/C(=O)c2c(O)n(CCC3=CCCCC3)c(=O)[nH]c2=O)cc1	1.5%	0.9	-0.6	-5.2	7.6	-18.7	-2.8	-16.6	-1.5
COc1ccc(C)cc1NC(=O)c1c(C)nn(Cc2ccccc2)c1Cl	0.1%	5.7	0.2	2.4	12.7	-10.0	6.5	-10.3	-1.8
CNS(=O)(=O)c1ccc(N=Cc2c(O)n(-c3ccccc3)c(=O)[nH]c2=O)cc1	-0.1%	1.3	2.1	1.0	10.7	0.8	-5.4	6.3	-0.3
Cc1ccc(-c2cc(C(F)F)n3ncc(C(=O)N4CCC5(CC4)OCCO5)c3n2)cc1	4.9%	5.4	.	2.3	6.1	.	-5.3	-4.9	.
CCCCNC(=O)c1c(N)n(CCCOC)c2nc3ccccc3nc12	-1.0%	5.0	1.1	0.1	2.4	27.8	-8.0	5.0	6.0
CCN1C[C@]2(OC(=O)c3ccccc3NC(C)=O)CCC(OC)C34C5C[C@H]6C(OC)[C@]5(O)[C@](O)(C[C@@H]6OC)C(C[C@@H]32)[C@H]14 (stereo partly specified)	-2.6%	2.4	0.3	-3.4	2.5	2.6	1.3	-2.6	14.6
COC(=O)C1=C(c2ccc(OC(F)(F)F)cc2)C[C@@H]2CC[C@H]1N2C(=O)N1CCOCC1	0.3%	0.4	0.4	0.5	-13.1	17.0	-14.1	.	-1.6
Fc1cccc(F)c1CN1CCN(Cc2c(F)cccc2F)CC1	1.7%	1.7	1.3	5.6	6.3	-7.4	4.7	13.4	14.9
Cc1nn(Cc2ccccc2)c(C)c1C(=O)OCC(=O)Nc1cc(S(C)(=O)=O)ccc1Cl	3.1%	16.4	.	-4.8	-1.5	.	-18.9	-12.2	-4.7
Cc1ccc(C)c(-n2c(C)nc3ccccc3c2=O)c1	1.6%	1.8	0.3	-10.8	8.3	-0.2	-19.1	-0.6	-18.7
Brc1ccccc1	0.0%	0.1	-1.0	-8.1	-0.4	-16.8	-0.3	.	-2.9
CN(C)P(=O)(C(Cl)=C(N1CCCCC1)N1CCCCC1)N(C)C	0.1%	-1.5	0.1	-2.1	0.2	3.7	3.8	15.4	-0.9
O=C(Nc1ccc(F)cc1)c1c(O)c2c(n(Cc3ccccc3)c1=O)CCCC2	3.8%	1.8	1.3	-0.1	0.6	-1.6	30.7	-0.4	22.1
COc1ccc(-n2c(O)c(C(C)=Nc3ccc4c(c3)CCC4)c(=O)[nH]c2=O)cc1	-0.8%	3.7	-0.3	-2.7	-3.0	1.8	11.7	9.6	-1.1
COC(=O)c1ccccc1NC(=O)N1C[C@@H]2C[C@@H](C1)c1cccc(=O)n1C2	2.0%	0.4	.	-1.2	-1.7	.	17.8	.	.
O=C(O)c1ccc(/C=C/c2nc3ccccc3c(=O)n2-c2ccc(Br)cc2)cc1	-0.4%	4.3	-2.0	-1.0	28.8	11.6	7.3	-4.3	4.0
CCCC(=O)Nc1cc(C(=O)N2CCC3(CC2)OCCO3)ccc1S(=O)(=O)c1ccc(C)cc1	2.2%	10.2	-0.2	-0.5	-2.3	13.0	-6.2	23.3	-1.5
C=Cn1ccnc1P(=S)(c1ccn(C)c1)c1nccn1C=C	0.0%	1.7	0.0	5.2	-0.9	-5.1	-5.7	1.8	5.4
O=c1[nH]c(=O)n(CCC2=CCCCC2)c(O)c1C=NCCCn1ccnc1	-0.2%	2.2	-0.9	-2.9	-4.7	-4.0	-6.4	-5.7	-0.3
O=Cc1c(C(=O)O)n(Cc2ccc(Cl)cc2)c2ccccc12	0.6%	54.4*	30.5*	-2.5	5.7	4.6	7.2	-26.0	-6.6
Cn1c(O)c(C=Nc2ccccc2)c(=O)n(C)c1=O	2.5%	2.5	0.7	-5.0	13.8	-2.9	0.8	0.8	-5.5
CC(C)(C)N1C(=O)NC(=O)/C(=C\c2ccc3c(c2)CCN3CCCCl)C1=O	-3.9%	1.3	.	-0.5	-1.3	.	-32.4*	-8.7	.
Cc1ccccc1N1C(=O)NC(=O)/C(=C\c2cnn(-c3ccccc3)c2)C1=O	-0.2%	2.2	-0.2	18.7	5.0	-0.5	31.7	-29.6	11.5
Cc1cccc(N2C(=O)NC(=O)/C(=C\c3cc(C)n(-c4sc5c(c4C#N)CCCC5)c3C)C2=O)c1C	1.0%	3.5	0.9	-3.1	3.4	8.3	-12.4	?	13.0
CC12CC(c3ccccc3O1)C(C(=O)OCc1ccccc1)C(=O)N2 (stereo unspecified)	0.2%	-3.3	0.8	-2.0	-2.1	2.9	2.0	2.1	-1.3
